Screening results as filed in PubChem BioAssay.
SR-BI uptake up = SR-BI HDL lipid transfer activation | CHO ldlA[mSR-BI] cells, DiI-HDL uptake fluorescence, 3 h; 100 = double the neutral-control signal | activation, % at 12.5 µM | 320,000 tested, 0.096% active | AID 504775;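 active means mean replicate activation of at least 60% and every replicate at or above 60%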;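 further: 0% = median plate neutral-control signal and 100% = twice that signal; values of inactives mirror those of a sister screen read the other way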
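Material: SR-BI-overexpressing, LDLR-lacking CHO cells; schedule: compound exposure 3 h, 37 °C; reagent: DiI-labelled HDL at 10 µg/mL final; technique: bottom-read fluorescence, 550/595 nm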
SR-BI DiI inh = inhibitors of mouse SR-BI mediated HDL lipid uptake; Q61009; ldlA[mSR-BI] CHO cells, DiI-HDL uptake fluorescence, 3 h; inhibition, % at 12.5 µM; 320,000 tested, 0.96% active;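 active means mean replicate inhibition of at least 70% and a set share of replicates each scoring 70 or more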;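 further: 0% = median of neutral control wells and 100% = median of positive control wells; values of inactives mirror those of a sister screen read the other way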
Target sequence (Q61009 whole entry, looked up): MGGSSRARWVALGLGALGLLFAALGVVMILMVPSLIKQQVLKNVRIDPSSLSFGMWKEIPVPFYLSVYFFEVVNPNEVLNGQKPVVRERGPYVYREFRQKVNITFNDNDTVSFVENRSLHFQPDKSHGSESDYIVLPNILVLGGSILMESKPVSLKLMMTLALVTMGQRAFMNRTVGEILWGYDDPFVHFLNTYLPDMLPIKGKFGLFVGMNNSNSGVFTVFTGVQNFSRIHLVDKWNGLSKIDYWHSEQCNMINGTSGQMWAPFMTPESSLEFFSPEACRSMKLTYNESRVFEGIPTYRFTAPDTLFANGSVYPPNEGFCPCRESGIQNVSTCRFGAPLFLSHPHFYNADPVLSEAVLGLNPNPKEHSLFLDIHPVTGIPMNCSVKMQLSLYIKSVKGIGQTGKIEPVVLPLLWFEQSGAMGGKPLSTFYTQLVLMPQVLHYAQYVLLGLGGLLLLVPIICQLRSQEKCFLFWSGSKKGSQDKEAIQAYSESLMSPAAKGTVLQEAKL
AddAB inh = less growth of phage-infected E. coli with AddAB | 330,000 tested, 0.29% active | inhibition, % at 11.9 µM | E. coli expressing H. pylori AddAB, absorbance growth; in the data active means inhibition above about 12%;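 further: 0% = vehicle wells of infected cells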
phage Ecoli inh = E. coli growth loss with phage present; AID 651602; 360,000 tested, 0.26% active; growth absorbance; inhibition, % at 11.9 µM; in the data active means inhibition above about 11%
Wnt act = activators of Wnt/beta-catenin signaling; 300,000 tested, 1.2% active; Wnt/beta-catenin reporter cell assay, activator, plate reader; activation, % at 9.35 µM; in the data active means activation above about 30%, passing the limit was not always enough;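 further: 0% = neutral control wells and 100% = positive control wells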
CAL PDZ FP-1 = blocks peptide binding to the human CAL PDZ domain. purified CAL PDZ, TMR-peptide fluorescence polarization, 1 h. inhibition, % at 24.9 µM. 300,000 tested, 0.92% active. AID 602252;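 active means mean inhibition of at least 30% with at least half of replicates also reaching 30%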;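 further: 0% = DMSO neutral control and 100% = excess unlabeled competitor peptide PRC23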
MITF TRPM1 HTS = MITF TRPM1 promoter activation in melanoma cells. SK-MEL-5 TRPM1-promoter luciferase, 24 h; % of positive control, neutral wells = 0. activation, % at 12.5 µM. 300,000 tested, 0.75% active. AID 588334;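 active means mean activation of at least 80% with every replicate also reaching 80%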;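 further: 0% = neutral control wells and 100% = parthenolide positive control wells; values of inactives mirror those of a sister screen read the other way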
Tat transport = blocks Tat-dependent protein export in E. coli; 340,000 tested, 0.036% active; E. coli MC4100 TorA-mCherry Tat export, fluorescence; inhibition, % at 10 µM; AID 488895;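 active means mean replicate inhibition at least 50% and at least half of replicates individually reaching 50%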;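 further: exported cargo escapes ClpAP degradation while cytoplasmic cargo is degraded and loses fluorescence; 0% = median of neutral control wells and 100% = median of NaSCN control wells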
CAL PDZ FP-2 = inhibitors of human CAL PDZ peptide binding. Q9HD26. purified CAL PDZ, TMR-peptide fluorescence polarization, 1 h. inhibition, % at 20 µM. 330,000 tested, 0.02% active. AID 504414;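 active means highest replicate inhibition of at least 40%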;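 further: plate controls were DMSO neutral control wells for no effect and unlabeled competitor peptide control wells for full effect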
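material = purified tagged CAL PDZ domain construct (CerCALP) | buffer or medium = sodium phosphate/NaCl buffer pH 7.4 with TCEP, IgG, Thesit | reagent = TMR-labelled reporter peptide T*-PRC34 bound in PDZ groove | incubation = 1 h room-temperature incubation prior to read | measured by = fluorescence polarization (mP) | evaluation = percent inhibition from loss of millipolarization | control set = unlabelled peptide and DMSO controls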
Ecoli viability = reduces bacterial viability in AddAB counter-screen; E. coli V3065 growth, OD600 absorbance, 18 h; inhibition, % at 11.9 µM; 330,000 tested, 0.27% active; AID 449728;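 active means inhibition above the campaign's mean inhibition across all tested compounds plus 3 SD, cut at about 9.9% in these data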;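 further: uninfected addAB+ strain grown without phage in ampicillin broth; 0% = DMSO wells and 100% = ciprofloxacin 0.95 µg/ml wells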
* = called active by the depositor; . = not tested or not shown.

#1 Cc1ccc2nc(-c3ccncc3)cc(C(=O)N3CCOCC3)c2c1
#2 O=C(CN1C(=O)NC2(CCCCC2)C1=O)Oc1ccc2ccc(=O)oc2c1
#3 O=C(COc1ccc(Cl)cc1)Nc1cccc(S(=O)(=O)NCc2ccco2)c1
#4 Cc1c(NC(=O)C(C)Oc2ccc(Br)cc2)c(=O)n(-c2ccccc2)n1C (stereo not drawn)
#5 COCCNC(=O)CN(Cc1ccco1)C(=O)CCC(=O)Nc1nccs1
#6 O=C(CCN1CCN(c2ccccc2)CC1)N/N=C/c1ccccc1O

assay / compound	1	2	3	4	5	6
SR-BI uptake up	7.8	14.8	-31.7	4.5	.	-1.3
SR-BI DiI inh	-7.8	-14.8	31.7	-4.5	.	1.3
AddAB inh	2.9	0.9	0.2	-0.1	3.0	-4.9
phage Ecoli inh	.	-0.8	1.8	5.3	1.6	-0.5
Wnt act	.	1.5	-1.8	1.9	-0.8	0.0
CAL PDZ FP-1	-2.1	-7.3	.	-1.4	-6.5	0.3
MITF TRPM1 HTS	-4.1	1.7	7.7	-9.1	-1.8	-34.9
Tat transport	5.6	-0.9	4.1	0.3	1.9	2.4
CAL PDZ FP-2	-1.9	1.0	-0.7	-0.6	-2.7	-2.3
Ecoli viability	2.6	3.5	-2.2	-1.9	-0.2	-4.8

#7 COc1ccc(S(=O)(=O)NCCOc2ccccc2)cc1F
#8 COCc1cc(C)nc(N2CCN(Cc3ccccc3)CC2)c1C#N
#9 N#Cc1ccc(C(=O)Nc2cccc3ncccc23)c(F)c1
#10 O=C1CCCN1S(=O)(=O)c1ccccc1
#11 COc1ccc(C)cc1NC(=O)c1cc(-c2ccccc2)nc2c1cnn2C(C)C
#12 CCC(C)NC(=O)CCc1c(C)nc2nc(-c3cc(OC)cc(OC)c3)nn2c1C (stereo not drawn)

assay / compound	7	8	9	10	11	12
SR-BI uptake up	12.3	.	-14.7	-7.4	-66.8	-67.3
SR-BI DiI inh	-12.3	.	14.7	7.4	66.8	67.3
AddAB inh	1.2	1.1	0.0	-1.8	-0.3	1.1
phage Ecoli inh	1.8	3.7	0.9	2.1	5.0	3.1
Wnt act	0.6	0.3	-8.2	-4.9	-8.1	.
CAL PDZ FP-1	-3.7	2.6	0.0	.	-3.6	8.0
MITF TRPM1 HTS	-2.8	4.3	2.2	4.4	-6.7	-1.1
Tat transport	-7.9	-1.8	0.0	0.2	0.9	-4.2
CAL PDZ FP-2	-0.1	-2.7	-1.2	0.0	-2.2	-1.8
Ecoli viability	0.2	2.0	-0.8	-1.7	-0.9	0.9

#13 N#CC1(NC(=O)CN2C(=O)NC3(CCCCCC3)C2=O)CCCCC1
#14 O=C1C2C3c4ccccc4C(Br)(c4ccccc43)C2C(=O)N1c1ccccc1O (stereo not drawn)
#15 CCN(CC)C(=O)CSc1nnc2sc3ccccc3n12
#16 CC1CCN(c2c(NCC3CCC(C(=O)N4CCc5ccccc5C4)CC3)c(=O)c2=O)CC1 (stereo not drawn)
#17 CC/C(O)=C1\C(=O)CC(C)(C)CC1=Nc1ccccc1C
#18 Cc1ccc(C(=O)NNC(=O)c2ccc(S(=O)(=O)N3CCOCC3)cc2)cc1

assay / compound	13	14	15	16	17	18
SR-BI uptake up	7.0	20.8	3.0	-18.1	-4.1	.
SR-BI DiI inh	-7.0	-20.8	-3.0	19.4	4.1	.
AddAB inh	2.9	0.4	1.1	2.2	0.3	2.1
phage Ecoli inh	1.7	0.7	2.7	2.4	1.9	0.6
Wnt act	-0.7	-2.8	0.9	-1.7	0.3	-1.9
CAL PDZ FP-1	3.2	-2.0	-3.4	.	-5.8	-4.2
MITF TRPM1 HTS	1.3	-6.2	-0.7	.	5.7	-5.3
Tat transport	-0.6	1.4	4.0	-3.8	4.8	-7.2
CAL PDZ FP-2	-0.6	-2.8	0.0	0.3	-0.1	-2.7
Ecoli viability	0.7	2.3	-0.5	1.7	0.5	-0.4

#19 Cn1cc(CCC(=O)N2CCCC(C(=O)c3cccc4ccccc34)C2)cn1 (stereo not drawn)
#20 CCOC(=O)c1csc(NC(=O)CN2CCOCC2)n1
#21 Cc1ccc(CNC(=O)Cn2cncn2)cc1
#22 O=C(O)C1C2C=CC(O2)C1C(=O)NCCc1cccc(Cl)c1 (stereo not drawn)
#23 COc1ccc(CCNC(=O)[C@@H](NC(=O)c2ccccc2F)C(C)C)cc1OC
#24 O=Cc1ccccc1Oc1ccccc1

assay / compound	19	20	21	22	23	24
SR-BI uptake up	-3.7	-3.2	21.1	20.8	3.1	-1.6
SR-BI DiI inh	3.7	3.2	-21.1	-20.8	-3.1	3.5
AddAB inh	3.6	-1.1	-0.3	4.8	1.4	1.7
phage Ecoli inh	3.7	0.3	4.4	4.6	2.9	1.6
Wnt act	.	1.6	.	-1.0	0.2	-0.8
CAL PDZ FP-1	-2.6	-0.5	-2.0	.	-2.5	-0.9
MITF TRPM1 HTS	2.0	2.1	.	-0.1	-13.3	-0.4
Tat transport	7.6	-7.2	-0.6	-8.0	9.3	-5.8
CAL PDZ FP-2	-0.2	0.1	0.9	-0.4	-1.4	0.3
Ecoli viability	-0.9	0.5	2.6	-0.8	0.2	-0.2

#25 COc1ccc(-c2csc(C)n2)cc1Br
#26 Cc1ncc(CN2CCC(CO)(CCOc3ccccc3)CC2)s1
#27 O=C(CCCN1C(=O)c2ccccc2C1=O)Oc1ccc(Cl)cc1
#28 CN1CCN(C(=S)NC(=O)c2ccc(S(=O)(=O)N3CCOCC3)cc2)CC1
#29 O=C(CN(Cc1ccco1)C(=O)c1ccc(F)cc1F)Nc1ccccc1C(F)(F)F
#30 O=C(O)c1ccccc1C(=O)NNc1ccc(Cl)cc1Cl

assay / compound	25	26	27	28	29	30
SR-BI uptake up	.	10.8	27.4	.	18.0	7.9
SR-BI DiI inh	.	-10.8	-27.4	.	-18.0	-7.9
AddAB inh	2.9	3.1	5.6	3.0	-2.5	0.9
phage Ecoli inh	3.3	-1.4	-0.9	0.9	-0.6	2.3
Wnt act	-1.7	-1.9	.	-3.0	-3.7	-3.9
CAL PDZ FP-1	2.8	4.1	7.7	3.3	7.4	-0.8
MITF TRPM1 HTS	44.8	1.4	-6.9	-14.1	1.2	21.4
Tat transport	2.0	-2.1	-1.9	-3.9	0.8	-1.1
CAL PDZ FP-2	-0.6	0.0	-1.1	-1.1	-1.1	-1.3
Ecoli viability	1.0	0.8	-2.5	-0.5	-1.1	1.6

#31 CN(C)c1ccc(C(=O)OCC(=O)NCC2CCCO2)cc1 (stereo not drawn)
#32 COc1cc(CCC(=O)OCc2ccccc2C#N)cc(OC)c1OC
#33 Cc1cccc(C)c1NC(=O)CS(=O)CC(=O)NCC1OCCc2ccccc21 (stereo not drawn)
#34 Oc1ccc(-c2csc(Nc3ncccn3)n2)cc1O
#35 Cn1nnnc1SCC(=O)Nc1ccccc1Cl
#36 COc1ccc(CCN2CC(C(=O)NCCN3CCCC3=O)CCC2=O)cc1 (stereo not drawn)

assay / compound	31	32	33	34	35	36
SR-BI uptake up	2.2	.	7.8	-16.3	.	23.7
SR-BI DiI inh	-2.2	.	-7.8	16.3	.	-23.7
AddAB inh	-0.2	1.9	-1.2	.	0.8	3.0
phage Ecoli inh	2.7	-0.3	2.9	6.6	2.5	4.2
Wnt act	.	-0.7	7.6	3.5	.	-0.4
CAL PDZ FP-1	-6.5	-1.9	3.7	-3.9	-4.0	-4.4
MITF TRPM1 HTS	.	-1.6	4.2	24.9	-3.5	8.6
Tat transport	-1.1	-2.2	9.9	-5.2	9.9	0.1
CAL PDZ FP-2	-0.6	-0.4	-2.7	.	-1.6	-0.4
Ecoli viability	3.1	-4.2	-0.8	.	-0.7	-0.3

#37 CCCc1ccc2oc(C(=O)N3CCN(CCC(N)=O)CC3)c(C)c2c1
#38 Cc1cccc(NCc2nc3ccccc3n2C)c1
#39 CCN(CC)C(=O)Cn1cc(C(=O)C(=O)NCCc2ccccc2)c2ccccc21
#40 COc1ccc(-c2nnn(-c3ccc(Cl)cc3Cl)c2N)cc1
#41 COc1ccc(NC(=O)COC(=O)[C@@H]2CCCN2C(=O)c2cccs2)cc1
#42 COc1ccc(CCN(C)c2ccc(S(=O)(=O)N3CCCC3)cn2)cc1OC

assay / compound	37	38	39	40	41	42
SR-BI uptake up	-0.3	9.1	-6.7	-7.1	5.5	0.2
SR-BI DiI inh	0.3	-9.1	6.7	7.1	-5.5	-0.2
AddAB inh	1.2	5.2	2.1	1.1	-1.5	2.2
phage Ecoli inh	1.2	2.3	1.1	4.5	3.7	1.7
Wnt act	-1.2	.	0.3	-4.7	.	1.2
CAL PDZ FP-1	-0.8	-0.1	-4.8	8.6	-2.3	4.5
MITF TRPM1 HTS	.	36.8	-3.1	-3.2	.	-11.2
Tat transport	-1.4	-3.5	-0.4	-2.8	8.4	-1.6
CAL PDZ FP-2	0.2	-2.7	-2.3	-0.3	0.0	-0.4
Ecoli viability	-2.0	-0.6	0.0	0.7	0.4	2.1

#43 COc1ccc(CNS(=O)(=O)c2ccc(-c3cc(C)no3)cc2)cc1
#44 Cc1nc2c(C)cccc2c2c1CCS2
#45 O=C(Nc1cc(S(=O)(=O)N2CCOCC2)ccc1OCC(F)(F)F)c1ccc(N2CCCC2=O)cc1
#46 Cc1cccc(C(CC(=O)N2CCCCC2)c2ccccc2)c1O (stereo not drawn)
#47 COc1ccc(C(=O)N(C)CC2CCN(CCc3cccc(C(F)(F)F)c3)CC2)cc1C

assay / compound	43	44	45	46	47
SR-BI uptake up	12.8	1.3	-10.4	0.2	-10.4
SR-BI DiI inh	-12.8	-1.3	10.4	-0.2	10.4
AddAB inh	4.1	-1.1	-0.9	0.5	4.5
phage Ecoli inh	2.8	1.5	3.4	2.4	0.8
Wnt act	-0.7	3.1	-0.8	-0.7	-2.6
CAL PDZ FP-1	-2.9	-4.1	-3.4	2.9	-3.8
MITF TRPM1 HTS	-7.0	.	-7.5	.	-12.2
Tat transport	13.6	2.3	21.5	6.1	8.4
CAL PDZ FP-2	-2.4	-0.3	-2.4	0.9	.
Ecoli viability	-0.5	0.2	-2.5	2.5	-0.2
